From PubChem BioAssay
Growth percent in the NCI-60 one-dose screen (48 h, 10 µM unless noted): 100 = growth as untreated, 0 = no growth, -100 = all killed.
NCI/ADR-RES = NCI/ADR-RES ovarian cells; actives 4.4% (n = 81,000); AID 1794790
UO-31 = UO-31 renal cancer. actives 5.2% (n = 81,000)
786-0 = 786-0 renal cancer cells; actives 5.1% (n = 81,000); AID 1794775
CAKI-1 = CAKI-1 renal cancer. actives 4.7% (n = 75,000). AID 1794772
TK-10 = TK-10 renal cancer cells; actives 3.9% (n = 81,000); AID 1794769
SN12C = SN12C renal cancer cells; actives 3.8% (n = 81,000)
IGROV1 = IGROV1 ovarian cancer. actives 4.7% (n = 79,000). AID 1794786
ACHN = ACHN renal cancer. actives 4.9% (n = 81,000)
An asterisk follows results filed as active; / = no result given; & = joins results of further samples; [ ] = another dose, or the depositor's remark. Rule for the calls: active = growth percent below 10; inactive = the rest.

structure	NCI/ADR-RES	UO-31	786-0	CAKI-1	TK-10	SN12C	IGROV1	ACHN
O=C(N1CCC(CN=c2cc3n(-c4ccc(Cl)cc4)c4ccccc4nc-3cc2Nc2ccc(Cl)cc2)CC1)N1CC1	-45*	-96*	-93*	/	-43*	-76*	-92*	-72*
COc1cc(C2CC(c3ccc(C)cc3)=NN2C=O)ccc1Oc1ccnc2cc(Cl)ccc12 (configuration not stated)	66	95	18	70	54	76	77	48
O=[N+]([O-])c1cc(Cl)ccc1SSc1ccc(Cl)cc1[N+](=O)[O-]	100	/	109	99	111	102	69	96
Nc1ncc(C(=O)O)c(N)n1	111	84	105	115	107	115	114	100
C=CCSc1nnc(/N=C2\NC(=O)/C(=C/c3ccc(OC)cc3)S2)s1	80	72	102	59	107	98	83	97
NS(=O)(=O)c1ccc(Nc2nc(N/N=C/c3ccccc3)nc(Nc3ccccc3)n2)cc1	96	65	67	73	99	79	62	82
O=C1c2ccccc2C(=O)c2c(O)c(Cl)cc(O)c21	94	80	99	95	89	96	81	92
COc1cccc(C2=NN3C(C2)c2ccccc2OC3c2ccc(/C=C3\SC(=S)N(C)C3=O)cc2)c1 (configuration not stated)	103	78	102	88	101	100	102	101
O=C(NNc1nc(Cl)nc(N2CCN(C(c3ccccc3)c3ccccc3)CC2)n1)c1ccccc1	21	69	70	-52*	126	-24*	-93*	-39*
O=Cc1ccc(OCC(=O)OCCCN2C(=O)c3ccccc3C2=O)cc1	98	85	106	83	106	95	104	109
CC1=C(C(=O)c2cnccn2)C(c2cccc(Oc3ccccc3)c2)NC(=O)N1 (configuration not stated)	101	87	103	92	108	99	100	102
NCCCc1nnc(CCC(=O)c2nc3ccccc3[nH]2)o1	98	92	103	103	102	92	104	97
CCCCCCCCCCCCCCCCN=Cc1cc(Cl)ccc1O	100	58	104	82	96	92	76	83
CC1(C)CC(C(=O)OCCCCCCCCCCC[P+](c2ccccc2)(c2ccccc2)c2ccccc2)C(C)(C)N1O (configuration not stated)	15	-74*	-75*	-58*	-72*	-36*	-59*	109
Cn1cc(-c2ccc(-c3cn(C)c4ncccc34)[nH]2)c2cccnc21	76	-81*	99	55	-30*	76	74	4.3*
COc1ccc(C(=O)c2oc3nc(-c4cccnc4)cc(-c4ccc(OC)c(OC)c4)c3c2N)cc1	97	71	89	95	108	95	102	104
O=C(Nc1ncccc1OCc1ccc(F)cc1)Nc1cccc2ccccc12	87	77	89	98	87	85	104	92
O=C(N/N=C/c1cccc(S(=O)(=O)O)c1)c1ccncc1	98	110	86	/	104	89	/	104
O=C(/C=C/c1cccnc1)/C=C/c1cccnc1	32	-82*	5.1*	-21*	17	4.4*	-89*	13
CC(C)CSc1nc(Nc2ccccc2)c(C#N)c(-c2ccccc2)n1	86	64	50	68	86	76	58	19
COc1cccc(-c2nn(-c3ccccc3)cc2-c2ccnc(NCCCNS(=O)(=O)c3cccc(F)c3)c2)c1	13	9.6*	32	32	37	32	30	19
CC1=NN(C(=O)c2ccc(NC(=O)c3ccccn3)cc2)C(=O)C1	103	94	87	103	94	101	106	103
COc1ccc(C(=O)N2CCC(O)CC2)cc1OC1CCCC1	110	98	98	97	100	103	116	107
O=C1c2cc3c(cc2CCC1c1ccc2c(c1)OCO2)OCO3 (configuration not stated)	95	58	100	78	111	91	78	96
Clc1ccccc1Cc1cn2cc(-c3ccccc3)nc2s1	86	80	99	69	135	88	69	86
Nc1nc(Cl)nc2c1ncn2C1CCC(CO)O1 (configuration not stated)	96	83	102	92	107	106	102	105
COc1ccc2nc(NCN3N=C(C)CC3=O)sc2c1	79	82	105	105	140	59	63	97
Nc1nc(N)nc(N/C=C/C(=O)O)n1	103	97	107	103	119	110	106	100
NC1=Nc2cc(OCCCCN3Cc4ccccc4C3)c(OCC3CC3)cc2C12CCCC2	73	43	56	1.7*	87	66	50	66
C/C(=N/Nc1ccc([N+](=O)[O-])cc1[N+](=O)[O-])C(C)(C)C	107	83	96	110	105	102	99	97
O=C(Nc1ccccc1)C1CN(CCc2ccccc2)CCS1 (configuration not stated)	91	76	103	92	88	100	101	102
CC(=O)C1=C(C)Nc2nc3ccccc3n2C1c1ccc2c(c1)OCO2 (configuration not stated)	102	89	100	88	104	101	106	110
O=C(Nc1ccc(OCc2ccc(Br)cc2)cc1)c1ccc2nc(NC(=O)c3ccc(NCCc4ccccc4)c([N+](=O)[O-])c3)sc2c1	99	60	104	82	106	87	92	101
CCN(CC)CCCc1ccccc1	105	88	98	/	88	102	107	/
CC[C@@H](C)OC(=O)c1nn(C(C)=O)c2ccccc12	94	93	103	98	105	102	110	108
CCCCN(CCCC)CC(O)c1cccc2cc(Cl)ccc12 (configuration not stated)	75	39	77	69	83	64	60	67
COc1ccc(-c2cc(/C=C3\C(=O)Nc4ccc(Cl)cc43)[nH]n2)cc1	34	64	82	66	87	63	18	57
NC1=NN(c2ccccc2)C2=NC(=O)NC(c3ccc(Cl)cc3Cl)C12 (configuration not stated)	101	68	94	85	106	85	83	100
COc1cc(-c2cc(C(=O)Nc3nc4ccccc4s3)nc3cc(-c4ccccc4)nn23)cc(OC)c1OC	73	88	82	85	106	99	100	101
CCOC(=O)CN1CCC(C(=O)OCC)CC1	110	95	109	116	106	100	122	111
CC(=O)Nc1cc2c(c([N+](=O)[O-])c1C)C(C)(C)CC2(C)C	96	70	99	78	106	98	91	105
CCOC(=O)C#Cc1c(C(=O)OCC)nnn1[C@@H]1O[C@H](COC)[C@@H](OC)[C@H]1OC	109	29	84	-91*	11	83	95	-35*
COc1cc(C2CC(=O)Nc3c2c(C)nn3C)cc(OC)c1O (configuration not stated)	102	102	97	94	93	99	101	101
N#Cc1c2cccnc2c2nnc3cc(Cl)c(Cl)cc3n12	-5.6*	31	81	-3.1*	-32*	75	11	10
CCCC(c1nnnn1C1CCCCC1)N1CCN(C(=O)c2ccco2)CC1 (configuration not stated)	46	82	75	66	87	74	69	85
O=Cc1c(Cl)cccc1Cl	106	79	104	103	98	96	87	99
CCN(CC)c1ccc(/C=N\NC(=O)N/N=C/c2ccc(N(CC)CC)cc2)cc1	103	69	101	/	107	96	97	107
C#Cc1cccc(Nc2ncnc3ccc(-c4cncc(NS(C)(=O)=O)c4)cc23)c1	78	38	41	55	-3.6*	24	-12*	33

Pulled one by one from the list above (two):
structure	NCI/ADR-RES	UO-31	786-0	CAKI-1	TK-10	SN12C	IGROV1	ACHN
CCOC(=O)C#Cc1c(C(=O)OCC)nnn1[C@@H]1O[C@H](COC)[C@@H](OC)[C@H]1OC	109	29	84	-91*	11	83	95	-35*
C#Cc1cccc(Nc2ncnc3ccc(-c4cncc(NS(C)(=O)=O)c4)cc23)c1	78	38	41	55	-3.6*	24	-12*	33

Entries listed so far that have an aryl thioether with sulfur outside any ring, in the order listed:
structure	NCI/ADR-RES	UO-31	786-0	CAKI-1	TK-10	SN12C	IGROV1	ACHN
C=CCSc1nnc(/N=C2\NC(=O)/C(=C/c3ccc(OC)cc3)S2)s1	80	72	102	59	107	98	83	97
CC(C)CSc1nc(Nc2ccccc2)c(C#N)c(-c2ccccc2)n1	86	64	50	68	86	76	58	19

(further entries)
structure	NCI/ADR-RES	UO-31	786-0	CAKI-1	TK-10	SN12C	IGROV1	ACHN
Cc1nc(NCc2ccccc2)c2cc[nH]c2n1	99	83	101	92	102	106	97	98
CC(=O)Nc1ccc(/C=N/O)cc1	100	104	98	101	110	96	/	107
O=P(NC1CCCCC1)(c1ccccc1)c1ccccc1	103	90	105	96	117	107	110	109
O=c1[nH]c(=O)n2ncnc2[nH]1	109	112	116	98	103	99	130	109
COc1cnc2c(c1)C(=O)c1c-2n(CCCN2CCC(O)CC2)c(=O)c2cc(Cl)ccc12	28	15	4.3*	20	83	30	56	8.8*
Cc1cn(-c2cc(F)cc(NC(=O)c3ccc(C)c(Nc4nccc(-c5cccnc5)n4)c3)c2)cn1	60	/	-6.1*	/	-36*	21	/	-22*
Cc1cc(=O)[nH]c(SCC(=O)Nc2ccc(-c3nc4ccc([N+](=O)[O-])cc4[nH]3)cc2)n1	107	102	99	92	153	93	75	93
Nc1ccc(-c2ccc3ncnc(N4CCc5cc(F)c(Cl)cc54)c3c2)cn1	30	3.0*	-70*	5.3*	-7.1*	19	-46*	9.0*
Cc1ccc(C2=C(C#N)C3(C(=O)N(C)c4ccccc43)c3c(-c4ccccc4)nn(-c4ccccc4)c3N2)cc1 (configuration not stated)	83	82	96	82	96	90	101	87
CCCC(NC(=O)OC(C)(C)C)C(=O)O (configuration not stated)	101	80	95	98	107	103	117	99
C#Cc1cccc(NC(=O)Nc2cccc(NC(=O)C=C)c2)c1	75[8.25 µM]	46[8.25 µM]	62[8.25 µM]	49[8.25 µM]	72[8.25 µM]	73[8.25 µM]	78[8.25 µM]	78[8.25 µM]
Cc1cc(C)n(-c2cn3c(-c4ccccc4)csc3n2)n1	95	59	98	77	124	96	76	84
COc1ccc(CNC(=O)CSc2nc3ccccc3c(=O)n2CCc2ccc(S(N)(=O)=O)cc2)cc1	98	80	99	87	99	98	110	100
CCOC(=O)C(Cc1cn(C)c2ccccc12)(NC(C)=O)C(=O)OCC	94	76	100	90	109	93	/	104
O=C1c2cc([N+](=O)[O-])ccc2-c2cc(Br)c(N=C(NO)C(F)(F)F)cc21	106	50	90	61	62	92	82	84
CCOC(=O)c1cc2c(n1Cc1ccc(OC)cc1)-c1oncc1CCC2	101	93	102	96	117	95	105	99
c1ccc(N2CC3COc4ccccc4C3=N2)cc1 (configuration not stated)	97	57	101	87	128	99	90	93
O=C(NN1C(=O)/C(=C/C=C/c2ccco2)SC1=S)c1ccccc1	98	92	108	95	120	96	103	103
CCOC(=O)c1cc(/C(=N\O)c2cc(OC)c(OC)c(OC)c2)n2cc(C)cc(C)c12	23	49	19	37	27	30	58	11
COc1ccc(-c2cc(-c3ccc(Cl)cc3)c(C#N)c(=O)n2Cc2ccc(C(=O)NO)cc2)cc1	87	68	101	76	114	99	99	102
COc1cccc(/C=N/NC(=S)NC2CC3CCC2C3)c1O (configuration not stated)	15	22	86	38	88	58	67	32
O=C(CCc1nnc2sc(COc3ccccc3)nn12)c1nc2ncccc2[nH]1	106	69	108	84	124	96	87	107
COC(=O)c1cc(-c2cc(OC)c(OC)c(OC)c2)[nH]c1N/N=C/c1c(Cl)cccc1Cl	6.8*	41	-44*	7.0*	-48*	41	-55*	10
CC(C)(C)c1cc(CO)cc(C(C)(C)C)c1O	102	78	98	96	76	101	109	100

Part of the list above, reduced to NCI/ADR-RES, ACHN and CAKI-1.
SMILES,NCI/ADR-RES,ACHN,CAKI-1
c1ccc(N2CC3COc4ccccc4C3=N2)cc1 (configuration not stated),97,93,87
O=C(NN1C(=O)/C(=C/C=C/c2ccco2)SC1=S)c1ccccc1,98,103,95
O=C1c2cc([N+](=O)[O-])ccc2-c2cc(Br)c(N=C(NO)C(F)(F)F)cc21,106,84,61

New compounds follow.
structure	NCI/ADR-RES	UO-31	786-0	CAKI-1	TK-10	SN12C	IGROV1	ACHN
CC(=O)c1cc(NS(=O)(=O)c2ccc(N)cc2)cn1C	98	82	92	/	106	95	109	103
COc1ccc(-c2ccc(COc3ccc(CC4SC(=O)NC4=O)cc3)cc2)cc1 (configuration not stated)	62	60	92	67	96	87	73	72
Fc1cccc(/C=C/c2nn3c(-c4cccnc4)nnc3s2)c1	96	82	86	83	86	89	105	103
COC(=O)C1=Nc2c/c(=C\c3cc(-c4cc(OC)ccc4OC)oc3O)oc2=C1	118	103	103	987	106	109	/	102
O=[N+]([O-])c1ccc2c(c1)-c1ccccc1C2	101	/	/	97	105	95	114	102
COc1ccccc1NC(=S)Nc1ccccc1OC	88	99	111	97	150	108	/	96
c1ccc(Nc2ncc3c(n2)-c2cccn2CC3)cc1	99	49	99	72	91	86	55	74
Nc1nc(Nc2ccc(Cl)c(Cl)c2)c(N=O)c(=O)[nH]1	21	62	47	78	109	61	84	97
N#Cc1nc(-c2ccccc2)oc1N1CCN(c2ccc(F)cc2)CC1	102	96	90	97	/	98	101	105
CC(COC(=O)c1ccccc1)[N+](=O)[O-] (configuration not stated)	105	77	103	100	102	100	114	107
O=C(Cn1c[n+](CC(=O)c2ccc(F)cc2F)c2ccccc21)Nc1cccc2cccnc12	94&95	84&64	110	91&87	118&98	108&83	100&69	92&99
N#C/C(=C\c1cccs1)C(=O)Nc1ncc(Cc2ccccc2Cl)s1	80	72	87	48	87	87	91	72
CCc1c(C(=O)NCc2c(O)ccc3ccccc23)[nH]c(C)c1C(C)=O	85	61	94	88	99	81	95	82
CC(O)CNC1c2ccccc2CC1O (configuration not stated)	100&100	87&76	105&106	94&83	107&99	95&95	93	92&95
CCOC(=O)c1cn2ncnc(Oc3ccc(NC(=O)NCCN(C)C)c(Cl)c3)c2c1C	89	62	76	66	105	64	79	84
OCC(O)Cc1ccccc1 (configuration not stated)	106	/	134	46	106	105	/	114
CSC1=NC2C(N(C)C(=S)N2C)N1/N=C/C=C/c1ccccc1[N+](=O)[O-] (configuration not stated)	92	89	103	96	123	94	98	97
COc1ccc(C(=O)OCOC(=O)c2ccc(OC)cc2)cc1	102	89	100	97	97	97	105	108
COc1c(O)c(O)cc2c3c(oc12)CC(c1ccc2c(c1)OCO2)CC3=O (configuration not stated)	67	45	52	72	101	82	54	30

Quoted from the listing.
For UO-31, CSC1=NC2C(N(C)C(=S)N2C)N1/N=C/C=C/c1ccccc1[N+](=O)[O-] (configuration not stated) is entered as 89
For NCI/ADR-RES, OCC(O)Cc1ccccc1 (configuration not stated) is entered as 106
